Screens: PubChem, National Center for Advancing Translational Sciences (NCATS)
D2 antag: antagonists of human D2 dopamine receptor; P14416; 340,000 compounds, 2% hits; HEK293 TREx D2 cells, calcium flux, dopamine EC80; inhibition, % at 10 µM; in the data active means inhibition above about 30%; further: 0% is about no effect
Target sequence (P14416 whole entry, looked up): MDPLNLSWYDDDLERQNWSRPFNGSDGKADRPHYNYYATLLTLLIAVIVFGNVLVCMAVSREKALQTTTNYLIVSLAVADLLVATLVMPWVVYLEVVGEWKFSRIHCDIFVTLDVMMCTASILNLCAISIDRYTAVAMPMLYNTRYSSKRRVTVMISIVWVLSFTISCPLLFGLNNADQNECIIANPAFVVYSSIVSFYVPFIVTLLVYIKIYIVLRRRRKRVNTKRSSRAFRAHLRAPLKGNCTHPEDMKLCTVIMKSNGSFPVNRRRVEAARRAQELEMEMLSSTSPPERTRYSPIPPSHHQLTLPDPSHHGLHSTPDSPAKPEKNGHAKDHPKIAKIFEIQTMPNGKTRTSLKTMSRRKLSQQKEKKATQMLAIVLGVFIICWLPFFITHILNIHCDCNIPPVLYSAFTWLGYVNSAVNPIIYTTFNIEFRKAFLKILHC
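Tetracycline-induced HEK293 T-REx cells expressing D2 force-coupled to calcium signalling were dye-loaded, exposed to compound for 180 s, then challenged with an EC80 of dopamine; calcium flux was followed kinetically for a further 180 s.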
mIDH1 inhibitor: blocks human mutant IDH1 R132H enzyme; O75874; IDH1-R132H enzyme, NADPH consumption, diaphorase/resazurin fluorescence; Potency, µM (series often up to 76.6 µM), without a hit: at the highest dose activity change, negative = inhibition, usual class: inhibitors; 390,000 compounds, 0.093% hits; AID 602179; further: potency means the concentration at half of the fitted maximal effect; on the % scale 0 is the no-effect control and ±100 the full control effect; nearly all actives have a fitted effect of over 65% in size
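IDH1-R132H (0.5 ug/mL dispensed) in pH 7.5 Tris buffer was preincubated 30 min with compound, then given a substrate mix of 0.016 mM NADPH and 2 mM alpha-KG for 80 min at room temperature; remaining NADPH was read by diaphorase/resazurin fluorescence.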
TrxR1 inh: blocks rat thioredoxin reductase 1; 390,000 compounds, 1% hits; O89049; recombinant rTrxR1, NADPH fluorescence consumption, selenite substrate; Potency, µM (highest dose often 114 µM), without a hit: at the highest dose activity change, negative = inhibition, hits mostly inhibitors; further: potency means the concentration at half of the fitted maximal effect; on the % scale 0 is the no-effect control and ±100 the full control effect; nearly all actives have a fitted effect of over 65% in size
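Rat TrxR1 (90 nM in the dispensed reagent) was pre-reduced with 400 uM NADPH for 5 min at room temperature, then incubated with compound for 15 min. After 400 uM selenite was added, NADPH fluorescence (Ex 340/Em 450 nm) was followed for 8 min.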
TRHR enhancer: allosteric enhancers of human TRH receptor | P34981 | TRHR cells, fluo-8 calcium fluorescence, EC20 TRH enhancement | 360,000 compounds, 0.66% hits | enhancement, % at 2 µM; in the data active means enhancement above about 30%; further: 0% is about no effect
Target sequence (P34981 whole entry, looked up): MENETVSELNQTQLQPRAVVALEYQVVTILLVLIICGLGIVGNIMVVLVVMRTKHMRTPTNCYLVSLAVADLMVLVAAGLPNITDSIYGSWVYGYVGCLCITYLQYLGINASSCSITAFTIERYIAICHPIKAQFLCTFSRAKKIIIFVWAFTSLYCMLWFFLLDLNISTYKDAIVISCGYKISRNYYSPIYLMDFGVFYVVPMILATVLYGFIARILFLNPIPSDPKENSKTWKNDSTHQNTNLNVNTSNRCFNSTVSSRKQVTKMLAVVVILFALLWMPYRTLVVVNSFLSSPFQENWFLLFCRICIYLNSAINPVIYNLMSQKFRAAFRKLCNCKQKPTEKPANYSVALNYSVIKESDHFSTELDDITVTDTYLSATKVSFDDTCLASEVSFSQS
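TRHR-expressing cells loaded with fluo-8 calcium dye were read kinetically (ex 480/em 530) during compound addition, then stimulated with an EC20 of TRH (10 nM final). Enhancement of the Gq-mediated intracellular calcium response was scored.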
TRHR ag: agonists of human TRH receptor | P34981 | TRHR cells, calcium flux fluo-8, FDSS agonist mode | activation, % at 2 µM | 360,000 compounds, 0.18% hits; in the data active means activation above about 30%; further: 0% is about no effect
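In this calcium-flux screen, cells bearing human TRHR are dye-loaded with fluo-8, baselined for 10 cycles, then exposed to library compounds; positive kinetic calcium responses during the agonist phase mark hits, with TRH as control.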
PI4K2A inh: blocks human PI4K2A kinase activity; Q9BTU6; purified PI4K2A, ADP-Glo luminescence, 1 h; active compounds read low; activity change, negative = inhibition, % at 76.9 µM; 420,000 compounds, 0.13% hits; in the data active means activity change below about -50%; inconclusive means mostly about -30% to -49%;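 further: -100% = wells without enzyme as full effect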
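In this quantitative HTS, ADP production by PI4K2A was quantified luminescently after 1 h at ambient temperature; 100 microM adenosine served as plate-quality control.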
TrxR1 substrate: substrates of rat thioredoxin reductase 1; 390,000 compounds, 0.01% hits; O89049; Potency, µM (highest dose often 114 µM), for inactives: at the highest dose activity change, negative = substrate turnover; purified TrxR1 substrate turnover, NADPH consumption readout; further: potency means the concentration at half of the fitted maximal effect; on the % scale 0 is the no-effect control and ±100 the full control effect; nearly all actives have a fitted effect of over 50% in size
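Rat TrxR1, dispensed at 90 nM, was prereduced with 400 uM NADPH (final) for 5 min at ~22 deg C, then incubated with compound 15 min before 400 uM selenite. A first-read NADPH fluorescence drop versus no-compound background flagged substrates.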
D2 ag: agonists of human D2 dopamine receptor; HEK293 T-REx D2 cells, calcium flux agonist mode; 340,000 compounds, 0.53% hits; AID 485358; P14416; activation, % at 2 µM;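 active means activation over 3 SD above normal in the single-dose calcium agonist read, cut at about 30% in these data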; further: 0% is about no effect
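Tetracycline-induced HEK293 T-REx cells with force-coupled D2 receptor, plated overnight at 30 C, loaded with no-wash calcium dye. After a 10 s baseline, compound was pin-added and calcium flux read kinetically for 180 s; calcium rises flagged agonists.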
USP1 inh: inhibitors of human USP1/UAF1 deubiquitinase | recombinant USP1/UAF1, Ub-Rhodamine cleavage fluorescence | Potency, µM (titrated, usually from 57.1 µM), for the others: at the top dose activity change, negative = inhibition, hits mostly inhibitors | 390,000 compounds, 0.23% hits | AID 743255; further: potency means the concentration at half of the fitted maximal effect; on the % scale 0 is the no-effect control and ±100 the full control effect; nearly all actives have a fitted effect of over 60% in size; inactives centre near -12
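High-throughput fluorogenic screen: 1nM USP1/UAF1 complex, Ub-Rho substrate 150nM final, 50mM HEPES pH 7.8 with 0.5mM EDTA, 0.1 mg/ml BSA, 1mM TCEP and 0.01% Tween-20.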
The depositor's hits bear a star; ? = inconclusive; / = no result given; [ ] = dose if it differs, or a comment. Unless noted, the call rests on the fitted dose curve; in most records, active means well fitted inhibition curve with a large enough effect; inconclusive means small, poorly fitted or top-dose-only effect; inactive means no such curve, though single readings can be large or run the other way.

SMILES	D2 antag	mIDH1 inhibitor	TrxR1 inh	TRHR enhancer	TRHR ag	PI4K2A inh	TrxR1 substrate	D2 ag	USP1 inh
CCOC(=O)N1CCN(C(=O)Cc2ccc(Cl)cc2)CC1	-23	1%	24%[57.1 µM]	-7	0.6	1	12%[57.1 µM]	0.1	-3%
COc1ccc(NC(=O)c2c(NC(=O)COc3ccccc3)sc3c2CCC(C)C3)cc1 (centres undefined)	/	-5%	12%	9	-0.6	-4	-3%	-1.9	0%
Cc1c(NC(=O)COc2cccc(Br)c2)c(=O)n(-c2ccccc2)n1C	13	-7%	2%	1	0.2	-9	-5%	0.2	1%
CCCn1c(N)c(C(=O)CSc2ncn[nH]2)c(=O)n(C)c1=O	-15	6%	0%	2	0.7	1	5%	1.3	-13%
O=C(NC1CCS(=O)(=O)C1)c1cccc(Br)c1 (centres undefined)	-7	0%	-11%	3	-0.5	0	-12%	0.2	-4%
CSc1ccc(S(=O)(=O)NCCSC(C)(C)C)cc1	19	-4%	10%	-5	-0.2	1	-13%	-1.6	-8%
COC(=O)c1cccc(-n2nnnc2SCC(=O)Nc2nc3c(s2)CCCC3)c1	-3	3%	14%	7	0.7	-4	2%	-0.3	-16%
O=C1CN(S(=O)(=O)c2ccc(F)cc2)CC(=O)N1CCc1ccccc1	8	/	/	-8	0.0	/	/	0.1	/
Cc1ccc(C2C=C(c3ccc(Cl)cc3)Nc3nc(NC(=O)c4ccco4)nn32)cc1 (centres undefined)	/	12%	40µM*	7	-0.3	-1	9%	-0.3	-20%
Cc1cc2ncn(C3CC(=O)N(C)C3=O)c2cc1C (centres undefined)	-7	17%	17%	-1	0.2	1	-3%	-0.8	-1%
Cc1cccc(NC(=O)c2cc(-c3cc(Cl)ccc3O)n[nH]2)c1	-10	-1%	17%[57.1 µM]	-1	0.4	5	-1%[57.1 µM]	1.3	-15%
Cc1ccc(-c2cc(C(=O)N3CCCC(C(F)(F)F)C3)c3ccccc3n2)o1 (centres undefined)	0	2%	4%	3	-0.3	4	249%[activator]	0.1	-7%
COc1ccc(OC)c(/C=N/N2CCN(c3ccc(Cl)cc3)CC2)c1	0	2%	11%	-7	0.6	6	-7%	0.8	-17%
COc1cc([N+](=O)[O-])ccc1NC(=S)Nc1cccc(C(=O)O)c1	3	2%	-24%	-7	1.0	4	-6%	0.6	-17%
COC(=O)c1ccc(C(C(=O)NC2CCCCC2)N(CCc2ccccc2)C(=O)Cc2cccs2)cc1 (centres undefined)	5	1%	20%	3	1.0	7	11%[0.0914 µM]	1.3	-12%
O=C(Cn1cnc2ccccc2c1=O)OCCCCN1C(=O)c2ccccc2C1=O	-14	-4%	14%	0	-0.3	-7	-2%	-0.7	1%
CCc1cc2c(=O)c(-c3nc4ccccc4[nH]3)coc2c(CN2CCCCC2C)c1O (centres undefined)	-9	0%	12%	-4	-0.7	-1	2%	-2.8	-26%
COc1ccc(-c2csc(NC(=O)CN3C(=O)CCC3=O)n2)cc1	/	-4%	14%	3	-0.2	6	3%	/	-13%
O=C(O)c1cccc(S(=O)(=O)NCC2CCCO2)c1 (centres undefined)	-6	5%	17%	-1	-0.1	8	6%	-0.1	-4%
O=C(c1ccccc1)N1CCCCC(Cl)C1=O (centres undefined)	31*	-8%	35%	-3	0.4	3	0%	1.6	-6%
Cc1c(CC(=O)NCCc2ccc(Cl)cc2)c(=O)oc2c(C)c3occ(C(C)(C)C)c3cc12	/	11%	52%[activator]	5	0.6	-10	28%	-0.2	-15%
CCn1c(=O)cc(SCC(=O)N2CCN(C3CCCCC3)CC2)c2ccccc21	-22	12%	5%	1	0.1	-3	9%	0.1	-17%
Brc1ccccc1-c1nc(-c2ccccc2)no1	4	/	/	-4	-0.2	/	/	-0.1	/
COc1ccccc1-c1cc(C(F)(F)F)nc(S(=O)(=O)CCCC(=O)Nc2cc(C)ccc2O)n1	/	-13%	?	-3	-0.5	2	-9%	-0.5	-6%
COc1cc(C(=O)Oc2ccccc2/C=N/NC(=O)c2ccc(Cl)cc2Cl)cc(OC)c1OC	-41	17%	15%	-2	0.0	-21	3%	-1.2	-5%
Additional results.
SMILES	D2 antag	mIDH1 inhibitor	TrxR1 inh	TRHR enhancer	TRHR ag	PI4K2A inh	TrxR1 substrate	D2 ag	USP1 inh
c1ccc(-c2noc(C3CCC3)n2)nc1	/	8%	18%[2.29 µM]	-7	0.3	1	5%[57.1 µM]	/	-14%
CCCCN1C(=O)C(=Nc2cccc3cnccc23)c2ccccc21	-29	2%	14%[57.1 µM]	2	-0.6	11	-6%	-0.9	-19%
O=C(/C=C/c1cccs1)NC(=S)Nc1ccccc1	14	0%	-62%	-2	2.0	3	3%[57.1 µM]	-0.2	-6%
COc1cc(C(C)=O)ccc1OCC(O)CN1CCN(c2cc(C)cc(C)c2)CC1 (centres undefined)	58*	1%	7%	-1	0.8	-1	-3%	1.4	0%
COc1ccc(C2=C(C)C(=O)N(Cc3ccc(C(=O)Nc4ccc(C)c(C)c4)cc3)S2(=O)=O)cc1	/	/	14%[57.1 µM]	-4	0.7	-2	2%[57.1 µM]	/	12%
CC(C)=CCC[C@](C)(O)C1CC[C@]2(C)C1[C@H](O)CC1[C@@]3(C)CC[C@H](O[C@@H]4O[C@H](CO)[C@@H](O)[C@H](O)[C@H]4O[C@@H]4O[C@H](CO)[C@@H](O)[C@H](O)[C@H]4O)C(C)(C)C3CC[C@]12C (some centres undefined)	/	10%	-3%	/	/	-3	-4%	/	?
COC(=O)C1CCN(C(=O)/C=C/c2ccc(OC)cc2)CC1	-11	2%	-17%	-3	-0.5	-5	-13%	0.1	-17%
COc1ccc(NC(=O)c2ocnc2C)cc1OC	2	4%	5%	12	0.4	-22	-8%	0.5	-11%
Cc1cccc(NC(=O)CN2C(=O)N/C(=C\c3ccccc3OCc3ccc(C(=O)O)cc3)C2=O)c1	20	-1%	-7%	2	-0.4	0	-6%	-1.4	-9%
O=C(NNC(=S)NCc1ccc(Cl)cc1)c1ccc(Br)o1	14	-4%	14%	4	0.1	-4	-6%	-0.1	0%
COc1ccccc1NS(=O)(=O)c1cc(NC(=O)Nc2ccccc2)ccc1N1CCCCC1	-7	-5%	9%	0	0.0	6	-2%	1.9	-12%
CCc1cccc(C)c1NC(=O)CN1C(=O)NC(Cc2ccccc2)C1=O (centres undefined)	-1	5%	18%[57.1 µM]	1	0.9	2	10%[57.1 µM]	1.6	-21%
Cc1c(Cl)cccc1NC(=S)NN	11	3%	-19%	17	0.6	1	3%	0.3	-25%
COc1ccccc1CNc1nc2ccccc2c2nc(-c3cccnc3)nn12	/	0%	22%	5	-0.1	4	1%	0.0	-17%
CC(C)COc1ccc(-c2nn(-c3ccccc3)cc2CO)cc1	-27	-3%	20%	6	1.6	-5	-1%	0.3	-28%
CCOc1ccc(C(=O)/C=C/c2ccc(SC)cc2)cc1	11	2%	13%	-2	-0.9	11	4%	0.2	-14%
O=C(ON=C1CCN(S(=O)(=O)c2ccccc2)CC1)c1cccc(Cl)c1	-17	1%	-5%	5	-1.3	2	-8%	-2.2	-10%
O=C(CCCc1ccccc1)NC1CC(=O)N(c2ccc(F)cc2)C1 (centres undefined)	/	-13%	10%[57.1 µM]	1	0.1	0	-4%[57.1 µM]	0.6	?
CCOc1ccc(Br)cc1S(=O)(=O)Nc1ccc(C(=O)OCC(=O)N(C)c2ccccc2)cc1	1	2%	-7%[57.1 µM]	2	-0.2	-2	3%[57.1 µM]	1.3	-9%
O=C(c1ccc(OC2CCN(Cc3cccc(OCCO)c3)CC2)cc1)N1CCCC1	-3	-15%	25%	5	1.0	-5	4%	-0.3	-22%
Cc1cn(C2CCCCC2)c(=O)[nH]c1=O	/	1%	15%	/	/	-3	-1%	/	5%
Cc1ccc(S(=O)(=O)NCCC2=CCCCC2)cc1	-7	4%	22%	1	0.2	-1	0%	0.6	-8%
COc1ccc(S(=O)(=O)N2CCOC23CCN(S(=O)(=O)c2ccc(Cl)cc2)CC3)cc1	-21	5%	8%	-4	0.2	-1	-1%	0.1	-19%
Cc1cc(NC(=O)CSc2nc3ccccc3c(=O)n2CCCC(=O)NCc2ccco2)n[nH]1	/	-11%	1%	/	/	-3	-3%	/	-3%
O=C1CCCN2N=C(SCC(=O)Nc3ccc(OC(F)(F)F)cc3)SC2=N1	4	-4%	4%	-1	0.4	2	-5%	0.2	1%
CCC(=O)Nc1ccc(-c2nnc(SCC(=O)Nc3nccs3)n2C)cc1	-11	-5%	-6%	0	-0.2	5	-6%	0.5	3%

Results in USP1 inh, for 2 of the compounds above:
Compound,USP1 inh
COc1cc(C(C)=O)ccc1OCC(O)CN1CCN(c2cc(C)cc(C)c2)CC1 (centres undefined),0%
COc1ccc(C2=C(C)C(=O)N(Cc3ccc(C(=O)Nc4ccc(C)c(C)c4)cc3)S2(=O)=O)cc1,12%

Structures above that contain bromine:
SMILES	D2 antag	mIDH1 inhibitor	TrxR1 inh	TRHR enhancer	TRHR ag	PI4K2A inh	TrxR1 substrate	D2 ag	USP1 inh
Cc1c(NC(=O)COc2cccc(Br)c2)c(=O)n(-c2ccccc2)n1C	13	-7%	2%	1	0.2	-9	-5%	0.2	1%
O=C(NC1CCS(=O)(=O)C1)c1cccc(Br)c1 (centres undefined)	-7	0%	-11%	3	-0.5	0	-12%	0.2	-4%
Brc1ccccc1-c1nc(-c2ccccc2)no1	4	/	/	-4	-0.2	/	/	-0.1	/
O=C(NNC(=S)NCc1ccc(Cl)cc1)c1ccc(Br)o1	14	-4%	14%	4	0.1	-4	-6%	-0.1	0%
CCOc1ccc(Br)cc1S(=O)(=O)Nc1ccc(C(=O)OCC(=O)N(C)c2ccccc2)cc1	1	2%	-7%[57.1 µM]	2	-0.2	-2	3%[57.1 µM]	1.3	-9%
